# Screening results from PubChem BioAssay.
# ERK EGF inh – qHTS Assay for Inhibitors of the ERK Signaling Pathway using a Homogeneous Screening Assay; Stimulation with EGF; hit rate 0.41% among 130,000; HEK293-V1b, EGF-stimulated phospho-ERK AlphaScreen; Potency, µM (doses to about 11.5 µM), inactives show at the top dose activity change, negative = inhibition, hits mostly inhibitors; AID 1454, 2008; active = well fitted inhibition curve with a large enough effect; inconclusive = small, poorly fitted or top-dose-only effect, or effect the other way;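 also: plate controls were stimulated vehicle wells for no effect and unstimulated vehicle basal for full effect; nearly all actives have a fitted effect of over 55% in size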
#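 HEK293 cells stably expressing V1b receptor, serum-reduced (1% FBS) overnight, got compound for 30 min at 37C, then 25 nM EGF for 5 min. Lysate phospho-ERK read by AlphaScreen SureFire; AC50 from Hill fits.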
# * marks the source's active call; other numbers are inactive results; ? = inconclusive; [ ] = remark or other dose. Potency is read from the fitted curve at half-maximal effect. These rows are one share of the data. The share of hits here may be higher or lower than overall.
SMILES,ERK EGF inh
Cc1c(Cl)c([N+](=O)[O-])nn1CC(=O)NCC(C)C,0%
CC(C)NC(=O)CNc1ccc(C(F)(F)F)cc1[N+](=O)[O-],-1%
O=C(Nc1nc2c(s1)CCCC2)C1COc2ccccc2O1 (configuration not stated),7%
CCOC(=O)Cc1csc(N/C(=N/S(=O)(=O)c2cc(Br)ccc2OCC)c2ccccc2)n1,3%
O=C(Cn1c(=S)[nH]c2ncccc2c1=O)NCCc1ccccc1,13%
O=C(O)CC(CC(=O)Nc1ccc(N2CCOCC2)cc1)c1ccccc1 (configuration not stated),-4%[57.5 µM]
Cc1cc2c(cc(C(=O)OC(C(=O)NCC3CCCO3)C(C)C)n2C)o1 (configuration not stated),5%
O=[N+]([O-])c1ccc(Nc2c3ccccc3nc3ccccc23)cc1,?
COc1ccc(C(=O)Nc2c(Cl)cc(Cl)cc2C(=O)NCc2ccco2)cc1,6%
COc1ccccc1OCCNC(=O)c1cc(F)c(F)cc1Cl,7%
CC(C1CC2CCC1C2)n1c(-c2cccs2)n[nH]c1=S (configuration not stated),-16%[57.5 µM]
CCOC(=O)NC(N(O)c1cccc(Cl)c1)C(Cl)(Cl)Cl (configuration not stated),4%[57.5 µM]
COc1cccc(-c2cc(C(F)(F)F)nc(-n3ccc([N+](=O)[O-])n3)n2)c1,1%
O=C1CN(C(=O)COC(=O)CNC(=O)c2ccc(Cl)cc2)c2ccccc2N1,-2%
O=C(NC(=S)Nc1ccc(-c2nc3ncccc3o2)cc1)c1ccccc1F,-4%
CCOC(=O)C1=C(C)N(C)C(=S)NC1c1cccc(Cl)c1Cl (configuration not stated),-9%
COCCNC(=S)N/N=C(\C)c1cccc([N+](=O)[O-])c1,-5%
O=C(Nc1ccc(N2C(=O)c3cccc4cccc(c34)C2=O)cc1)c1ccc(N2CCCCC2)c([N+](=O)[O-])c1,8%
O=C(/C=C/c1cccc([N+](=O)[O-])c1)NCCN1C(=O)S/C(=C\c2ccc(F)cc2)C1=O,9%
Cc1ccccc1NC(=O)C(=O)NCCc1ccccc1,0%
Cn1cc(Br)c(C(=O)NNC(=O)c2ccccc2)n1,10%
O=S(=O)(c1cccc2cccnc12)N1CCN(Cc2ccccc2)CC1,5%
O=C(Cc1ccc(Cl)cc1)N/N=C/c1c(Cl)cccc1Cl,-5%
Cc1nn(C)cc1CN(C)S(=O)(=O)c1cccc([N+](=O)[O-])c1,-3%
Cc1ccc(CC(=O)N/N=C/c2ccc3c(c2)OCO3)cc1,2%
NS(=O)(=O)c1ccc(NC(=O)Nc2ccc(C(F)(F)F)cc2)cc1,3%[57.5 µM]
COc1cc(C(=O)O)ccc1O,1%
CSC(=NC#N)N1CCN(c2c(C)cccc2C)CC1,4%
O=C(O)C/C(=C\c1cccc(NC(=O)c2ccccc2Cl)c1)c1nc2ccccc2s1,-15%[57.5 µM]
COc1ccc(N2CCN(Cc3nc4scc(-c5cccs5)c4c(=O)[nH]3)CC2)cc1,0%
O=C(O)C(Cc1ccc(O)cc1)N1C(=O)C2CCCCC2C1=O (configuration not stated),30%[57.5 µM]
CCCOP(=O)(c1ccc(N(C)C)cc1)C(Nc1ccccc1)c1ccc(N(C)C)cc1 (configuration not stated),9%
Cc1oc2ccccc2c1CNC(=O)N(C)C,-1%[57.5 µM]
O=C(Nc1ccc(Oc2ccc(NC(=O)Nc3ccc([N+](=O)[O-])cc3)cc2)cc1)Nc1ccc([N+](=O)[O-])cc1,?
Cc1n[nH]c(C)c1N1C(=O)c2cccc3c(Br)ccc(c23)C1=O,?
CCCCCn1nc(C)c(/C=N\NC(=O)c2cc(C)oc2C)c1C,-9%
C/C(=N\NC(=O)CSc1nc2ccccc2s1)c1ccco1,-7%
CCOc1ccc(NC(=O)N2CCN(S(C)(=O)=O)CC2)cc1,15%
CCOC(=O)C1(C(F)(F)F)N=C(c2ccccc2F)OC(N(C)C)=N1 (configuration not stated),4%[57.5 µM]
NS(=O)(=O)c1ccc2c(c1)oc(=O)c1cc(S(N)(=O)=O)ccc12,-7%
OCCN(CCO)CC(O)COc1ccc(C23CC4CC(CC(C4)C2)C3)cc1 (configuration not stated),0%
COc1ccccc1CN(C(=O)CCl)C(C(=O)NC1CCCCC1)c1ccncc1 (configuration not stated),-4%
CC(=O)N1CCOCCOCCN(C(C)=O)CCOCC1,21%
CCOC(=O)C1CCN(C(=O)CCc2c(C)nc3cc(-c4ccc(OC)cc4OC)nn3c2C)CC1,2%
COc1ccc(C(=O)Nc2nnc(CCS(=O)(=O)c3ccc(C)cc3)s2)cc1,0%
COc1cc(NC(=O)COC(=O)C=C(C)C)c(C)cc1[N+](=O)[O-],-4%
COc1ccc(C(=O)c2cnc[nH]2)cc1,-21%[57.5 µM]
C(=N\NCc1ccccc1)/c1ccc2nccnc2c1,-4%[57.5 µM]
O=C(Nc1nc(-c2ccccc2)cs1)c1ccc(N2CCOCC2)c([N+](=O)[O-])c1,4µM*
O=C(O)c1ccc(/C=N/O)cc1,1%[57.5 µM]
Cc1[nH]c2ccccc2c1C(=O)CSc1nncn1C,14%
CCCC(=O)Nc1ccc2oc(=O)ccc2c1,7%
CC1CCN(C(=O)CSc2ccc(-c3cccc([N+](=O)[O-])c3)nn2)CC1,-8%
CCNc1ncc2nc(-c3ccc(Cl)cc3)c(=O)n(C3CC3)c2n1,-3%
CCn1cc(CN2CCCC(C(=O)c3ccc(-c4ccccc4)cc3)C2)cn1 (configuration not stated),1%
CCn1nc(C)c(CNC(=O)CCc2nnc(Cc3c[nH]c4ccccc34)o2)c1C,-5%[57.5 µM]
CCC(C(=O)C(C)C(O)C(C)CCc1ccc(C)c(O)c1C(=O)O)C1OC(CC)(C2CC[C@@](O)(CC)C(C)O2)CC1C (some centres not stated),-6%
COC(=O)c1ccc(COc2ccc(/C=N/NC(=O)C(=O)Nc3ccc(OC)cc3)cc2OC)o1,6%[57.5 µM]
COc1ccc(Br)cc1/C=C/C(=O)Nc1ccc2ccccc2c1,-2%
CCOC(=O)c1ccc(NC(=O)CSc2nnc(CNc3ccc(C)cc3)n2C)cc1,0%

# Further results follow:
SMILES,ERK EGF inh
O=C(O)/C=C/c1ccccc1[N+](=O)[O-],-3%[57.5 µM]
CC(C)Cc1cc(C(=O)N2CCC(N3CCC(C(=O)NC4CC4)CC3)CC2)n[nH]1,-9%
Cc1cc(C)c(C(=O)CSc2n[nH]c(-c3ccncc3)n2)c(C)c1,0%
Cc1cc(C)n(-c2nc(O)cc(=O)[nH]2)n1,11%
CC(C)OC(=O)C(C)Nc1n[nH]c(=S)[nH]c1=O (configuration not stated),0%
CCOc1ccc(NC(=O)CN(c2cc(C)cc(C)c2)S(=O)(=O)c2c(C)noc2C)cc1,-2%
COc1ccc(NC(=O)c2ccco2)cc1S(=O)(=O)N1CCOCC1,-5%
COc1ccc(C(CC(=O)O)NC(=O)COc2ccccc2)cc1 (configuration not stated),-7%
N#Cc1c(N2CCCCC2)nc(N)c2c(N)nc3c(c12)CC(CCl)O3 (configuration not stated),-4%
CC/C(=N\NC(=O)c1ccccc1Cl)c1ccc(Br)s1,12%
Cc1ccc(C(=O)NCc2ccccc2)c(F)c1F,-3%
CCOC(=O)C1CCN(C(=O)Nc2c(-c3ccccc3)noc2C)CC1,-3%[57.5 µM]
O=C(CN1N=C(c2ccccc2)CCC1=O)NCc1ccccc1,3%
CCn1c(=O)[nH]c2cc(C(=O)Nc3cc(C)cc(C)c3)ccc2c1=O,9%
NS(=O)(=O)c1cccc(NC(=O)CN2CCC(Cc3ccccc3)CC2)c1,5%
Cc1cc(C)c2nc(SCC(=O)NCC3CCCO3)c(C#N)cc2c1 (configuration not stated),-1%
O=[N+]([O-])c1cc(C(F)(F)F)ccc1N1CCN(CCO)CC1,-3%
O=C(c1cc(N2C(=O)C3C4CCC(C4)C3C2=O)ccc1Cl)N1CCCCCC1 (configuration not stated),-9%
COc1c(-c2ccccc2)oc2c(ccc3occc32)c1=O,-10%
Cc1ccnc(NS(=O)(=O)c2ccc(NC(=O)c3cc(-c4ccccc4)nc4ccccc34)cc2)n1,3%
CC(C)CCNC(=O)c1ccc(Cl)c(N)c1,-12%
CC1=NN(C(C#N)c2ccc(F)cc2)C(C)(C)C1 (configuration not stated),3%
COC(=O)c1ccc(C23CC4(C2)[C@H](CN(CC2CCCCC2)[C@@H]4c2ccccc2)C3c2ccc(C(F)(F)F)cc2)cc1 (some centres not stated),0%
S=c1[nH]cnc2scc(-c3ccccc3)c12,-2%
COc1ccccc1OCCCC(=O)Nc1nccs1,-12%
CC1CCCC(NC(=O)COC(=O)CN2C(=O)C3CCCCC3C2=O)C1C (configuration not stated),-3%
CS(=O)(=O)c1ccc(Cl)c(NC(=O)Cc2c(Cl)cccc2Cl)c1,-2%
Cc1ccc2c(c1)C(=O)CC(O)(C(F)F)O2 (configuration not stated),-6%[57.5 µM]
CCCn1c(SCC(=O)NCc2ccc(OC)cc2)n[nH]c1=O,6%
O=c1cc(CN2CCCCCC2)nc2sccn12,-2%
CCOC(=O)c1c(C)[nH]c(C(=O)CN2C(=O)C(=O)N(CC(C)C)C2=O)c1C,-14%
O=C(O)/C=C/c1ccc(S(=O)(=O)N(CCO)CCO)cc1,-10%
CCN(CC)CCCNC(=S)N1CCn2c(nc3ccccc32)C1,4%
COc1cc(-c2nc3ccc(N4CCN(C)CC4)cc3[nH]2)cc(OC)c1OC,4%
Cc1[nH]nc2c1C(c1cccs1)C1=C(CC(C)(C)CC1=O)N2 (configuration not stated),0%
CC(=O)Nc1ccc(/C=N/NC(=O)c2cc(-c3ccco3)nc3ccccc23)cc1,1%[57.5 µM]
COc1cc2c(cc1OC)CN(C(=O)/C=C/c1cccs1)CC2,3%[57.5 µM]
CCOc1ncccc1C(=O)Nc1ccc(-c2ccc3nnc(C)n3n2)cc1,0%
CS(=O)(=O)NNC(=O)c1csc(Cc2c(Cl)sc3ccc(Cl)cc23)n1,8%[57.5 µM]
CC(=O)N1CCc2cc(S(=O)(=O)NC3CCCc4ccccc43)ccc21 (configuration not stated),-5%
COc1ccc(C2=Nn3c([n+](C)c4ccccc43)SC2)cc1,1%
CCOC(=O)Cc1nn(CC)c(=O)c2ccccc12,5%
O=C(OCC1CC(c2ccccc2Cl)=NO1)c1ccc(Br)cc1 (configuration not stated),-3%
c1ccc2c(c1)CCCN2c1nc(N2CCOCC2)nc(N2CCOCC2)n1,-6%[57.5 µM]
CCc1nn2c(=O)cc(COc3ccc(/C=C4\C(=N)N5N=C(C)SC5=NC4=O)cc3)nc2s1,1%
CCOc1ccc(NC(=O)CC2C(=O)N(c3cccc(OC)c3)C(=O)N2C(C)C)cc1 (configuration not stated),-19%[57.5 µM]
COc1ccc(NC(=O)CSc2cccc3cccnc23)c(OC)c1,-10%
CCCCC1=CC2=CC(=O)C(C)(OC(=O)c3cccs3)C(=O)C2=CO1 (configuration not stated),-21%
CCOC(=O)/C(C#N)=C1/SC(CCO)C(=O)N1c1ccccc1 (configuration not stated),7%[57.5 µM]
c1ccc(C2[C@H]3CN(Cc4cccnc4)[C@H](c4ccccc4)C34CC2(c2ccccc2)C4)cc1 (some centres not stated),3%
COc1ccc(/C=N/N2C(=O)C3C4C=CC(C4)C3C2=O)cc1[N+](=O)[O-] (configuration not stated),-5%
COc1ccc(CCNC(=O)CSc2ccc(-c3ccco3)nn2)cc1OC,-2%
O=C(Nc1ccc(Cc2ccncc2)cc1)C1CCC(N2C(=O)C3CCCCC3C2=O)CC1 (configuration not stated),-2%
COc1ccccc1-c1c(C(F)(F)F)oc2cc(OCC(=O)Nc3ccccc3C(F)(F)F)ccc2c1=O,6%
CC1=NN(c2ccccc2)C(=O)C1N=Nc1ccc(S(N)(=O)=O)cc1 (configuration not stated),-1%[57.5 µM]
